Screening data: PubChem, several laboratories
ANO1 activ: TMEM16A chloride channel activators or potentiators, primary screen, cell-based, HTS; Anoctamin-1 (Mus musculus), Q8BHY3; HEK293 TMEM16A/YFP-H148Q/I152L, iodide quench fluorescence; stronger effect = lower value; B-score at 10 µM; hit rate 0.3% among 340,000; AID 623877, 2012;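 active = fluorescence-ratio B-score plate-corrected deviation score at least 3 library SD below zero, with starting fluorescence score within 5 deviations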;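 note: channel opened by trigger with iodide after compound preincubation; score built on the fluorescence ratio of max minus min over baseline; more negative score means more quench and so TMEM16A activation or potentiation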
ANO1 block: TMEM16A chloride channel inhibitors, primary screen, cell-based, HTS. AID 588511, 2011. HEK293 TMEM16A/YFP iodide influx fluorescence, ionomycin. hit rate 1.2% among 310,000. normalized B-score (activity score, 25-100; higher = stronger inhibition) at 10 µM;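 active = ratio plate-corrected score three or more library SD toward inhibition, starting fluorescence score within five deviations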;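 note: score derived from kinetic fluorescence span divided by baseline fluorescence per well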
KCNK3 block: human KCNK3 channel inhibitors, primary screen, CHO cells, FluxOR thallium flux, B-score; B-score at 10 µM; hit rate 0.84% among 340,000; Potassium channel subfamily K member 3 (Homo sapiens), O14649; FluxOR fluorescence; stronger effect = lower value;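 active = B-score under library mean minus 4 SD, starting fluorescence ratio at most library mean plus 5 SD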;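 note: more negative B-score means stronger inhibition of thallium flux through KCNK3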
Target sequence (O14649 whole entry, looked up): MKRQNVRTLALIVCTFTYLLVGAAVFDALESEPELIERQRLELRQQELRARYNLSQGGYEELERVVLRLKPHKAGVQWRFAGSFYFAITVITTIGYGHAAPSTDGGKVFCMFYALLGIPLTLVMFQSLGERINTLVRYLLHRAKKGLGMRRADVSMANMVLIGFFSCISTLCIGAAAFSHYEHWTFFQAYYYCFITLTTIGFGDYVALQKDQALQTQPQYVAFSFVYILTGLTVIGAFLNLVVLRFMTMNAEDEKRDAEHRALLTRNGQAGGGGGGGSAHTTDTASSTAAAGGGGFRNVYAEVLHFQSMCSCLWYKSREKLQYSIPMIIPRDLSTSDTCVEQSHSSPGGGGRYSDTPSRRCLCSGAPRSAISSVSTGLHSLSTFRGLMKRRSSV
HDAC3 inh: HDAC3 deacetylase inhibitors, primary screen, biochemical, fluorescence, cell-free homogeneous | recombinant HDAC3, fluorogenic peptide/trypsin coupled | hit rate 0.15% among 320,000 | Histone deacetylase 3 (Homo sapiens), O15379 | inhibition, % at 8.3 µM; in the data active = inhibition above about 26%, passing the limit was not always enough
Target sequence (O15379 whole entry, looked up): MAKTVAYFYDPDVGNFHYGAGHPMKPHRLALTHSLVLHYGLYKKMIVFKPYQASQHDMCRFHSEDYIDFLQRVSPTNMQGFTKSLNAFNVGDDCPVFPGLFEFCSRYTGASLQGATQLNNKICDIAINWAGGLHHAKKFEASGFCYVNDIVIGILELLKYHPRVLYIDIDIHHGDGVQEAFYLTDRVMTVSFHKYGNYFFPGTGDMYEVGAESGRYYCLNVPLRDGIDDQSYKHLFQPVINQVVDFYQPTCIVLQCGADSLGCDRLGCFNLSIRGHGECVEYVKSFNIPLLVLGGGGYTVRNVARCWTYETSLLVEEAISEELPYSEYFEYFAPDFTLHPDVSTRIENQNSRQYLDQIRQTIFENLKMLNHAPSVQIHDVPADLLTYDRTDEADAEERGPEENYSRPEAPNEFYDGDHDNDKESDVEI
Numbers without * were called inactive; i = inactive; . = not tested or not shown. Only part of the results is shown, so the mix of outcomes need not match the whole.

compound | ANO1 activ | ANO1 block | KCNK3 block | HDAC3 inh
O=C(CC1C[C@H](C(=O)N2CCCCC2)[C@@]2(CCc3ccccc3)c3[nH]c4ccccc4c3CCN2C1=O)NCCCn1ccnc1 (stereo partly drawn) | . | . | i | 6
CCN(C[C@H]1N[C@@](Cc2ccccc2)(C(=O)OC)[C@H]2C(=O)N(C)C(=O)[C@@H]12)S(=O)(=O)c1ccccc1 | . | . | i | 2
C[C@@H]1CN([C@@H](C)CO)C(=O)Cc2cc(NC(=O)Nc3ccc4c(c3)OCO4)ccc2O[C@@H]1CN(C)C(=O)NC1CCCCC1 | . | . | i | -5
Cc1noc(C)c1NC(=O)Nc1cccc2c1O[C@H](CN(C)S(=O)(=O)c1cn(C)cn1)[C@@H](C)CN([C@H](C)CO)C2=O | . | . | i | -1
CC(C)Nc1nnc(SC(C)C(=O)Nc2ccc(N3CCOCC3)cc2)s1 (stereo not drawn) | . | . | i | -1
Cc1ccccc1CN1CCN(C(=O)c2ccc(S(=O)(=O)NCc3ccco3)cc2)CC1 | . | . | i | 1
Cc1ccccc1N=C(N)Nc1ccccc1C | . | . | i | 17
COC(=O)[C@]1(C)N[C@H](CN(C)C(=O)Nc2ccc(Cl)cc2)[C@@H]2C(=O)N(Cc3ccccc3)C(=O)[C@@H]21 | . | . | i | -5
Cc1noc(C)c1S(=O)(=O)N(C)C[C@H]1Oc2c(cccc2N(C)C)C(=O)N([C@H](C)CO)C[C@@H]1C | . | . | i | -1
CC[C@]12c3[nH]c4ccccc4c3CCN1C(=O)C(CC(=O)NCc1cccc(C(F)(F)F)c1)C[C@@H]2C(=O)N1CCN(C(=O)C2CC2)CC1 (stereo partly drawn) | . | . | i | 9
COc1ccc(N(Cc2ccccc2)S(=O)(=O)c2cccc(C(=O)Nc3ncccc3C)c2)cc1 | . | . | i | -2
CN(CCOc1ccccc1)C(=O)c1cc(-c2ccco2)nc2ccccc12 | . | . | i | -25
CCN(C[C@H]1N[C@@](Cc2ccccc2)(C(=O)OC)[C@H]2C(=O)N(Cc3ccccc3)C(=O)[C@@H]12)C(=O)COc1ccccc1 | . | . | i | 1
C[C@H](CO)N1C[C@H](C)[C@@H](CN(C)C(=O)Nc2ccc(C(F)(F)F)cc2)Oc2c(NC(=O)C3CCCCC3)cccc2C1=O | . | . | i | 2
O=C(C[C@@H]1C/C=C\CC[C@H](Cc2ccc(F)cc2)C(=O)OC[C@@H]2CCCN2C1=O)N[C@H](CO)Cc1ccccc1 | . | . | i | 0
CCN(C[C@H]1N[C@@](CC)(C(=O)OC)[C@H]2C(=O)N(Cc3ccccc3)C(=O)[C@@H]12)S(=O)(=O)c1ccc(C)cc1 | . | . | i | 15
CC(c1ccccc1)n1cc(C(=O)NCC2COc3ccccc3O2)nn1 (stereo not drawn) | . | i | i | -11
Nc1nncn1C(=O)c1cccs1 | . | i | i | 9
Cc1sc2nc(N)sc2c1C | . | i | i | 4
Cn1ncc(=S)[nH]c1=S | i | . | i | .
COc1cc2c(c(NC(C)=O)c1)N(C(C)=O)CCC2 | i | . | i | .
CC(OC(=O)c1ccc2c(c1)OCO2)C(=O)NC1CCCCC1C (stereo not drawn) | i | . | i | .
CC(Cc1ccccc1)=NNc1ccc([N+](=O)[O-])cc1[N+](=O)[O-] | i | . | i | .
CC(OC(=O)c1ccc(C#N)cc1)C(=O)Nc1ccc(Cl)cn1 (stereo not drawn) | i | . | i | .
O=C1C2C3C=CC(O3)C2C(=O)N1N=Cc1cccc2ccccc12 (stereo not drawn) | i | . | i | .

Remaining list, next part
compound | ANO1 activ | ANO1 block | KCNK3 block | HDAC3 inh
CCN(c1ccccc1)S(=O)(=O)c1cccc(C(=O)NCCOc2ccccc2OC)c1 | i | . | i | .
CC1CCc2[nH]c3ccc(C(=O)N(C)CC(=O)Nc4ccccc4Cl)cc3c2C1 (stereo not drawn) | i | . | i | .
COc1ccc(N(Cc2ccccc2)S(=O)(=O)c2cccc(C(=O)NCC3CCCO3)c2)cc1 (stereo not drawn) | i | . | i | .
COc1ccc(CC(=O)Nc2ccc(S(=O)(=O)N(C)C3CCN(C)CC3)cc2)cc1 | i | . | i | .
CN(C)C(=O)CSc1ccc(S(=O)(=O)N2CCCC2)cn1 | i | . | i | .
CCN(CC(=O)Nc1c(F)cccc1F)C(=O)c1ccc(=O)n(C)n1 | i | . | i | .
O=C1[C@@H](Oc2ccccc2)[C@@H](c2ccccc2)N1c1ccccc1 | i | . | i | .
CC(=NNC(=S)N1CCN(C2CCCCCC2)CC1)c1ccccn1 | i | . | i | .
CC(=O)Nc1ccc(S(=O)(=O)NCC2(N3CCOCC3)CCCCC2)cc1 | i | . | i | .
COc1ccc(S(=O)(=O)N2CCN(C(=O)c3ccc(=O)[nH]n3)CC2)cc1OC | i | . | i | .
O=C(O)CC(CC(=O)O)n1cccc1 | i | . | i | .
C=CCOc1c(Cl)cc(Cl)cc1S(=O)(=O)NCCO | i | . | i | .
O=C(CN1CSCC1=O)N1CCN(S(=O)(=O)c2cc(C(F)(F)F)ccc2Cl)CC1 | i | . | i | .
CCCc1cc(C(=O)Nc2sc(C)c(C)c2C(=O)OCC)no1 | i | . | i | .
Cc1cnc(C(=O)NCC(=O)Nc2ccccc2Br)cn1 | i | . | i | .
O=C1ON=C(c2ccccc2)/C1=C/c1cccnc1 | i | . | i | .
Cc1cccc(C2c3c(n(C)c(=O)n(C)c3=O)N=C3c4ccccc4C(=O)C32)c1 (stereo not drawn) | i | . | i | .
COc1ccc(OC(=O)N2C/C(=C/c3ccccc3)C(=O)/C(=C\c3ccccc3)C2)cc1 | i | . | i | .
COC(=O)CCC1(C(N)=O)CCC(=O)c2ccccc21 (stereo not drawn) | i | . | i | .
CC(O)(c1cccs1)C(C(=O)O)c1ccccc1 (stereo not drawn) | i | . | i | .
O=C(CCNC(=O)c1ccc([N+](=O)[O-])cc1)NCC1COc2ccccc2O1 (stereo not drawn) | i | . | i | .
O=C(COC(=O)c1cc(=O)c2ccccc2o1)Nc1c(F)c(F)c(F)c(F)c1F | i | . | i | .
COc1cccc(/C=N/NC(=O)c2ccc(-n3cnnn3)cc2)c1 | i | . | i | .
COc1cccc(C=NNC(=S)NN=Cc2cccc(OC)c2OC)c1OC | i | . | i | .
CSc1nc(N)nc2c1ncn2Cc1ccccc1 | i | . | i | .

The results go on:
compound | ANO1 activ | ANO1 block | KCNK3 block | HDAC3 inh
CC(=O)CC[N+](C)(C)C | i | . | i | .
CCN(C(=O)COC(=O)C(C)(C)Oc1ccc(Cl)cc1)c1c(N)n(Cc2ccccc2)c(=O)[nH]c1=O | i | . | i | .
O=C(CC(=O)c1cccnc1)c1ccccc1 | i | . | i | .
O=C(COC(=O)/C=C/c1ccc([N+](=O)[O-])cc1)Nc1ccc2[nH]c(=O)[nH]c2c1 | i | . | i | .
O=C(Nc1ccc([N+](=O)[O-])cc1)NN1CCCCCC1 | i | . | i | .
CCOc1nc(-c2ccc(OC)cc2)ccc1-c1noc(-c2ccncc2)n1 | i | . | i | .
CC(C)[C@@H](CO)N(C)S(=O)(=O)c1ccccc1Br | i | . | i | .
CC(=NNc1ccc([N+](=O)[O-])cn1)c1ccccc1 | i | . | i | .
NS(=O)(=O)c1ccc(NC(=O)c2cccc3cc4ccccc4nc23)cc1 | i | . | i | .
CCN(Cc1ccccc1)c1ccccc1 | i | . | i | .
O=C(c1ccc2c(=O)n3c(nc2c1)CCC3)N1CCN(S(=O)(=O)c2ccccc2Br)CC1 | i | . | i | .
O=C1C=Cc2cccc3ccc(O)c1c23 | i | . | i | .
O=C1c2ccccc2S(=O)(=O)N1CCCN1C(=O)c2ccccc2S1(=O)=O | i | . | i | .
O=S(=O)(O)c1ccc2c(c1)C(C(Cl)(Cl)Cl)OC(C(Cl)(Cl)Cl)O2 (stereo not drawn) | i | . | i | .
COc1ccc(C)cc1NS(=O)(=O)c1ccccc1 | i | . | i | .
O=C1N=c2ccccc2=C1c1sc(Nc2ccc(O)cc2)nc1O | i | . | i | .
O=C1NC(c2ccccc2)Cc2ccncc21 (stereo not drawn) | i | . | i | .
NC(N)=NN=C(c1ccc(F)cc1)c1ccc(C(F)(F)F)cc1 | i | . | i | .
COc1cc(-c2ccc(NC(=O)c3ccc(C)cc3)c(OC)c2)ccc1NC(=O)c1ccc(C)cc1 | i | . | i | .
Nc1nnc(SCC(=O)Nc2cccc(Cl)c2)s1 | i | . | i | .
CCOC(=O)C1(Cc2ccccc2C#N)CCCCC1=O (stereo not drawn) | i | . | i | .
CN(CCc1ccccc1)C(=O)c1ccc(NC(=O)Cc2ccc(NC(=O)C3CCCN(C(=O)C4CCCCC4)C3)cc2)cc1 (stereo not drawn) | i | . | i | .
COc1ccc2c(Cl)c(C(=O)OCC(=O)c3ccc4c(c3)NC(=O)CO4)sc2c1Cl | i | . | i | .
CC(Sc1ncccn1)C(=O)N1CCc2ccccc21 (stereo not drawn) | i | . | i | .
COC(=O)C1=NNC(C(=O)OC)C1c1ccccc1 (stereo not drawn) | i | . | i | .

Gathered by group, those above with bromine (three)
compound | ANO1 activ | ANO1 block | KCNK3 block | HDAC3 inh
Cc1cnc(C(=O)NCC(=O)Nc2ccccc2Br)cn1 | i | . | i | .
CC(C)[C@@H](CO)N(C)S(=O)(=O)c1ccccc1Br | i | . | i | .
O=C(c1ccc2c(=O)n3c(nc2c1)CCC3)N1CCN(S(=O)(=O)c2ccccc2Br)CC1 | i | . | i | .

More entries.
compound | ANO1 activ | ANO1 block | KCNK3 block | HDAC3 inh
COc1cc(OC)cc(C(=O)NC(C(=O)NNC(=O)CN(C)S(=O)(=O)c2ccc(C)cc2)C(C)C)c1 (stereo not drawn) | i | . | i | .
Cc1cccc(N(C(=O)Cc2cccs2)C(C(=O)NC2CCCC2)c2ccsc2)c1 (stereo not drawn) | i | . | i | .
O=C(O)c1cccc(S(=O)(=O)NCC2COc3ccccc3O2)c1 (stereo not drawn) | i | . | i | .
Cc1sc2nc(SCC(=O)Nc3ccc(Cl)c(C(=O)O)c3)[nH]c(=O)c2c1C | i | . | i | .
CCOc1ccccc1NC(=O)COC(=O)c1cnc(C)cn1 | i | . | i | .
O=C(OC(c1ccccc1)c1nccc2ccccc12)c1ccccc1 (stereo not drawn) | i | . | -11* | .
COc1ccccc1N1CCN(C(=O)c2cccc(S(=O)(=O)N3c4ccccc4CC3C)c2)CC1 (stereo not drawn) | i | . | i | .
COc1ccc(-c2nn(-c3ccccc3)cc2CNC[C@H]2O[C@@H](n3cnc(C(N)=O)n3)[C@H](O)[C@@H]2O)cc1 | i | . | i | .
CN1CCN(C(c2ccc(F)cc2)c2ccc3cccnc3c2O)CC1 (stereo not drawn) | i | . | i | .
CC(=O)Nc1ccc(S(=O)(=O)NCCC(=O)OCC(=O)c2cccc(Br)c2)cc1 | i | . | i | .
Cc1nn(C2CC(O)C(O)C(CO)O2)c(=O)[nH]c1=O (stereo not drawn) | i | . | i | .
OCC(O)C(O)CC1SCCS1 (stereo not drawn) | i | . | i | .
C[C@]12CC[C@H](O)CC1=C[C@H](O)C1C2CC[C@@]2(C)C1CC[C@@]2(O)C#Cc1ccc(CN)cc1 (stereo partly drawn) | i | . | i | .
CCOc1ccccc1NC1=C(OC)C(=O)C(Nc2ccccc2OCC)=C(OC)C1=O | i | . | i | .
CC1CCC(=NO)C(=NO)C1 (stereo not drawn) | i | . | i | .
C=CCc1ccccc1Oc1cc(OC)nc(N)n1 | i | . | i | .
NC(=O)C1=C(N)c2ccccc2C1c1ccccc1 (stereo not drawn) | i | . | i | .
CCOc1ccc(NC(=O)COc2ccc(N3CC(C(N)=O)CC3=O)cc2)cc1 (stereo not drawn) | i | . | i | .
CC(=O)c1ccc(OCCCC(=O)NCc2nnc3ccccn23)cc1 | i | . | i | .
COc1ccc(C(CNC(=O)CCNC(=O)c2ccccc2Cl)N2CCCC2)cc1 (stereo not drawn) | i | . | i | .
CC(NC(C(=O)c1ccccc1)c1ccccc1)c1ccccc1 (stereo not drawn) | i | . | i | .
Nc1cc2c(cc1Br)-c1ccccc1C2=NO | i | . | i | .
CCOC(=O)C1=C(C)c2ccccc2OC1C(=O)OCC (stereo not drawn) | i | . | i | .
CCN1C(=O)[C@@H]2[C@@H](c3ccc(-c4cc(C(C)=O)cs4)cc3)N3CCC[C@@]3(C(=O)OC)[C@@H]2C1=O | i | . | i | .
Cn1c(=O)c2[nH]c(CCNC(=O)c3ccccc3)nc2n(C)c1=O | i | . | i | .
COc1ccccc1NC(=O)CN1CCN(CC(=O)Nc2ccc(Cl)c(C(F)(F)F)c2)CC1 | i | . | i | .
Cc1ccnc(SCCn2c(N3CCC(C)CC3)nc3c2c(=O)[nH]c(=O)n3C)n1 | i | . | i | .
CC12CCC3C(CCC4CC(O)CCC43C)C1CC(O)C2 (stereo not drawn) | i | . | i | .
